High-throughput results as filed in PubChem BioAssay.
AmpC detergent: inhibitors of E. coli AmpC beta-lactamase with detergent; P00811; AmpC hydrolysis of nitrocefin, absorbance 480 nm, 0.01% Triton; Potency, µM (top dose mostly 114 µM), inactives show at the top dose activity change, negative = inhibition, actives largely listed as inhibitors; hit rate 0.041% among 370,000;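 also: potency is read from the fitted curve at half-maximal effect; 0% = no-compound wells and -100% = no-enzyme wells; nearly all actives have a fitted effect of over 25% in size; some results filed as inactive show a strong effect at the top dose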
Target sequence (P00811 whole entry, looked up): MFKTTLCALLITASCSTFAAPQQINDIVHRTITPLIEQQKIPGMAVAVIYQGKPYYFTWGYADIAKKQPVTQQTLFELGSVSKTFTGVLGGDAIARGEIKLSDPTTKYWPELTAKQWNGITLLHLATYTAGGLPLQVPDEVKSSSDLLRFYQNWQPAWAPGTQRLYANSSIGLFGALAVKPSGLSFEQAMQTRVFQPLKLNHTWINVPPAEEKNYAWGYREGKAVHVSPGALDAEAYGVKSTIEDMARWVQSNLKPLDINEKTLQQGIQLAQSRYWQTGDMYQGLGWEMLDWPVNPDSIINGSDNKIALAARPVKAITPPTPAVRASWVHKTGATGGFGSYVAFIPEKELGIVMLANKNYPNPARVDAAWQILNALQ
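20 mM phosphate pH 7.0 + 0.01% (detergent screen) or 0.0001% Triton X-100; 5.3 nM AmpC reagent; cpd preinc 15 min RT; nitrocefin (800 uM stock) to start; A480 q20 s × 4 min; Activity was normalised to no-enzyme and no-compound control wells.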
AMA1 RON2 block: disrupts binding of P. falciparum AMA1 to RON2 | AlphaScreen AMA1-biotinylated RON2 peptide binding | AID 720542 | hit rate 0.2% among 360,000 | Potency, µM (highest dose often 58.2 µM), for inactives: at the top dose activity change, negative = inhibition, actives largely listed as inhibitors;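 also: potency is read from the fitted curve at half-maximal effect; 0% = vehicle wells and -100% = peptide control; nearly all actives have a fitted effect of over 45% in size; some results filed as inactive show a strong effect at the top dose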
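AMA1 (3D7) with his tag at 25 nM final met compounds first, then biotinylated RON2 peptide at 25 nM; detection used donor plus acceptor beads, 10 µg/mL apiece, read by AlphaScreen after 30 min at room temperature.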
LmPK inh: inhibitors of Leishmania mexicana pyruvate kinase. hit rate 0.37% among 290,000. Potency, µM (highest dose often 57.5 µM), for the others: at the top dose activity change, negative = inhibition, hits mostly inhibitors. purified LmPK, Kinase-Glo ATP luminescence, 1 h; also: potency is read from the fitted curve at half-maximal effect
Target sequence (Q27686 whole entry, looked up): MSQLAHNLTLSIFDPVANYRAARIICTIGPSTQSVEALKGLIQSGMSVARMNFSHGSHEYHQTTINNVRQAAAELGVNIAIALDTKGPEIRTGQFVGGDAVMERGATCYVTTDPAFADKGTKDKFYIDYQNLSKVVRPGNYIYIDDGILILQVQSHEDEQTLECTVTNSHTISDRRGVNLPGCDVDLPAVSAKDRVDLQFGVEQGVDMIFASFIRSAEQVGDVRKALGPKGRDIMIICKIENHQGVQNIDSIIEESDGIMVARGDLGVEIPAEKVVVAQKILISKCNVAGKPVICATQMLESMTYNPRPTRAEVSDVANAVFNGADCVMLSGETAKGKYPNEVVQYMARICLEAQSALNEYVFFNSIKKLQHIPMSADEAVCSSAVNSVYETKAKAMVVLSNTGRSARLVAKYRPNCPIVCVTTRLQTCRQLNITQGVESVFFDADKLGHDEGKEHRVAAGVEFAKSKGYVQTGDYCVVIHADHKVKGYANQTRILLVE
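Purified LmPK (0.1 nM) with 0.5 mM PEP and 0.1 mM ADP in imidazole buffer pH 7.2 with MgCl2/KCl, 1 h at room temperature. ATP formed was read by luciferase luminescence and normalized to no-enzyme and uninhibited controls.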
HCV inhibitor: HCV inhibition; Huh7.5.1 HCVcc-Cre infection, luciferase reporter, 44 h; Potency, µM (doses to about 41.8 µM), without a hit: top-dose activity change, negative = inhibition, hits mostly inhibitors; hit rate 3.4% among 340,000; also: potency is read from the fitted curve at half-maximal effect
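Reporter virus HCVcc-Cre (~0.5 moi) infects cells exposed to compound; seeding density 1,000 cells/well with 4 h settling beforehand. Luminescence, 15 sec read, taken 44 h post-infection following a 15 min RT substrate incubation.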
AmpC no deterg: blocks E. coli AmpC beta-lactamase in detergent-free assay; P00811; AmpC nitrocefin hydrolysis, absorbance 480 nm, 0.0001% Triton; Potency, µM (series often up to 57.1 µM), for inactives: top-dose activity change, negative = inhibition, usual class: inhibitors; hit rate 0.52% among 330,000; AID 485341;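 also: potency is read from the fitted curve at half-maximal effect; plate controls were no compound for no effect and no enzyme for full effect; nearly all actives have a fitted effect of over 20% in size; some results filed as inactive show a strong effect at the top dose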
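AmpC (5.3 nM in the dispensed reagent) in 20 mM phosphate pH 7.0 with 0.01% (detergent screen) or 0.0001% Triton X-100 was preincubated with compounds for 15 min at room temperature. Nitrocefin was then added from an 800 uM solution, and hydrolysis was followed at 480 nm.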
TbPYK inhibitor: blocks Trypanosoma brucei pyruvate kinase | Q57TT1 | TbPYK enzyme, Kinase-Glo Plus ATP luminescence, 45 min | Potency, µM (titrated, usually from 76.8 µM), for inactives: top-dose activity, negative = inhibition, actives largely listed as inhibitors | hit rate 0.12% among 410,000 | AID 624173; also: potency is read from the fitted curve at half-maximal effect; nearly all actives have a fitted effect of over 50% in size
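Assay buffer: 50 mM TEA pH 7.2, 100 mM KCl, 10 mM MgCl2, 0.05% BSA, 0.01% Tween-20. Pyruvate kinase from T. brucei plus substrate met compound, then ADP (130 uM final). Luminescence was read post 45 min RT.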
HCMV inh: human cytomegalovirus inhibition; hit rate 4.5% among 410,000; HFF cells, HCMV-luciferase reporter, 72 h; active compounds read low; AID 1259415; activity change, negative = inhibition, % at 57.5 µM; in the data active = activity change below about -60%; inconclusive = no clear call, values can overlap the other calls; inactive = above about -39%
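Compounds were evaluated in HFFs infected with an HCMV luciferase reporter virus (MOI 1 PFU/cell). Luciferase in lysates collected 72 h post infection served as the replication measure.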
An asterisk follows results filed as active; ? = inconclusive; . = no result given; & = joins results of further samples; [ ] = dose if it differs, or a comment. Unless noted, calls follow the shape of the dose curve; as a rule, active = well fitted curve in the direction sought with a large enough effect; inconclusive = small, poorly fitted or top-dose-only effect, or another doubt; inactive = no such curve, though single readings can be large; an effect the other way counts as inactive or inconclusive. Unless noted, % is scaled to controls: 0 for no effect and ±100 for the full control effect.

SMILES	AmpC detergent	AMA1 RON2 block	LmPK inh	HCV inhibitor	AmpC no deterg	TbPYK inhibitor	HCMV inh
O=S(=O)(Nc1ccc(F)cc1)N1CCCCCC1	-4%	13%	-7%	9%	-17%	-3%	-9
CC(=O)Nc1ccc(S(=O)(=O)NCCNc2ccccc2[N+](=O)[O-])cc1	-10%	0%	2%	6%	-20%	-2%	11
COc1cc2cc(C)nc(Cc3cccc4ccccc34)c2cc1OC	-9%	-15%	0%	?	54%	-4%	-4
Cc1ccc(NC(=S)NCCN(C2CCCCC2)C2CCCC2)cc1C	6%	-20%	-11%	?	-14%	-10%	-38
CCOc1ccc2c(=O)c(Oc3ccccc3OCC)coc2c1	0%	8%	3%	15%	-10%	0%	175
O=C1CN(S(=O)(=O)c2cc(Cl)ccc2Cl)c2ccccc2N1	-4%	2%	0%	2%	-30%	-6%	-27
NS(=O)(=O)c1ccc(N/N=C/c2cn(-c3ccccc3)nc2-c2cccs2)cc1	-2%	-14%	-2%	1.8µM*	-50%	-13%	-77*
COc1ccccc1NC(=O)CCN1C(=O)C2CC=C(Cl)CC2C1=O (stereo not drawn)	-4%	-1%	1%	11%	-5%	-5%	-13
Cc1nn(Cc2cccc(C(=O)NC34CC5CC(CC(C5)C3)C4)c2)c(C)c1Br	-4%	-11%	1%	14µM*	-19%	-6%	-39
Cn1c(=O)c2c(nc(Sc3ncccn3)n2Cc2ccc(Cl)cc2)n(C)c1=O	-14%	0%	9%	25µM*	48%	-12%	-61*
Cc1nc(N2CCN(S(=O)(=O)c3ccccc3)CC2)c2c3c(sc2n1)CC(C)CC3 (stereo not drawn)	-11%	-13%	-5%	-4%	-7%	1%	29
O=C(CO/N=C\c1ccccc1)Nc1ccccc1C(=O)N1CCOCC1	-13%	10%	-2%	-14%	-18%	4%	-34
COc1ccc(NC(=S)N2CCN(C(c3ccccc3)c3ccccc3)CC2)cc1OC	-8%	-19%	0%	-24%	128%[activator]	9%	13
CC[n+]1c(/C=C/C=C/N(C(C)=O)c2ccccc2)sc2cc(OC)ccc21	-12%	?	-12%	?	12%	?	-66*
COc1cc(=O)n(C)c2c(OCC(O)C(C)(C)O)cccc12 (stereo not drawn)	-1%	-11%	.	5%	-4%	-12%	-2
Cc1ccc(NC2=C(N3CCOCC3)C(=O)c3ccccc3C2=O)cc1	8%	24µM*	-20%	?	-16%	-4%	4
Cc1cccc(NC2=NC(=S)N(c3cccc(C(=O)O)c3)C23CCCCC3)c1	-2%	9%	-1%	15%	-12%	3%	14
Cc1ccc(-n2c(SCC(=O)Nc3ccc(C(=O)O)cc3)nnc2-c2ccncc2)cc1	-8%	-5%	3%	8%	-2%	2%	0
O=C(Cc1csc2ccccc12)NCC1CC1	.	6%	.	.	.	0%	-13
CC(C)Cc1nnc(NC(=O)c2cccc(S(=O)(=O)N3CCOCC3)c2)s1	-28%	-4%	.	15%	4%	-1%	0
CN1CCN(NC(=O)c2ccc(Cl)s2)CC1	?	-14%	1%	-2%	-11%	0%	-40
O=C(COc1cccc(Cl)c1)Nc1ccc2c(c1)CCC2	?	10%[11.6 µM]	0%	?	-20%	0%	-66*
COCCNc1nc(NCCCN2CCCC2=O)c2sc(-c3ccccc3)cc2n1	.	-9%	.	.	.	2%	8
COC(=O)c1ccccc1NC(NC(=O)c1ccco1)C(=O)c1ccccc1 (stereo not drawn)	-12%	2%	9%	?	5%	-5%	33
NC1=NC(=O)/C(=C/c2ccc(Cl)cc2Cl)S1	-3%	-6%	-1%	18%	-16%	-6%	-10

The results go on.
SMILES	AmpC detergent	AMA1 RON2 block	LmPK inh	HCV inhibitor	AmpC no deterg	TbPYK inhibitor	HCMV inh
CC(=O)N1CCCc2cc(S(=O)(=O)Nc3ccccc3C)ccc21	-6%	-1%	1%	-1%	-10%	1%	-33
CCc1noc(C)c1C(=O)OCC(=O)NC(C)c1ccccc1 (stereo not drawn)	1%	9%	.	10%	-9%	1%	0
O=C(Nc1ccc2c(c1)OCO2)c1ccc(Br)s1	?	-1%	-8%	?	-28%	-3%	130
COc1ccc(C2(NC(C)=O)CCN(C(=O)CCC(=O)O)CC2)cc1	?	-10%	2%	-2%	-7%	-3%	-3
COc1ccc(N(C(C)=O)S(=O)(=O)c2cc(OC)ccc2OC)cc1	-4%	-4%	-2%	-3%	1%	-6%	-6
COc1ccccc1CNc1ncccn1	-14%	-23%	-1%	-2%	-9%	-4%	21
c1csc(-c2nnc(N3CCOCC3)c3ccccc23)c1	-2%	19%	-5%	?	8%	-5%	?
COc1ccc(OCC(=O)Nc2nc3c(s2)CCCC3)cc1	5%	-20%	1%	?	-30%	1%	?
COc1ccc(C(=O)NNC(=O)c2ccccc2[N+](=O)[O-])cc1	3%	33%[activator]	-5%	9%	-8%	-5%	39
Cc1cccc(CN2C(=O)CN=C(c3ccccc3)c3ccccc32)c1	-6%	.	.	.	.	-3%	?
COC(=O)C1=C(C)N(CCCC(=O)O)C(=O)NC1c1cccc2ccccc12 (stereo not drawn)	.	0%	.	25%	.	0%	-2
O=C(c1cccc(C(F)(F)F)c1)C1CCCN(C(=O)CCn2cnnn2)C1 (stereo not drawn)	0%	1%	3%	36%[activator]	23%	-1%	-28
CC(C)CN1CCNC(=O)C1CC(=O)NCCc1cnn(-c2ccccc2)c1 (stereo not drawn)	3%	-8%	5%	-5%	37%	-2%	-2
Cc1cc(Nc2nc3ccccc3nc2Cl)n(-c2ccccc2)n1	-15%	31%[activator]	4%	?	0%	-6%	-90*
Cc1oc2ccc(OC(=O)N(C)C)cc2c1C(=O)OC(C)C	5%	4%	5%	?	54%	0%	-10
c1ccc(COc2ncnc3c2ncn3CCCNCc2ccccn2)cc1	.	91%[activator]	.	?	.	-7%	0
Cc1ccc(-n2c(C)cc(C(=O)NS(=O)(=O)c3ccc(C)cc3)c2C)cc1	-3%	-23%	2%	5%	-34%	5%	-19
CCc1nc2ccc(C(=O)NCCOc3ccc(OC)cc3)cn2c1N(CC)Cc1cccc(Br)c1	.	-17%	.	.	.	-8%	11
COc1ccc(-c2[nH]n(-c3ccc([N+](=O)[O-])cc3)c(=O)c2C=NCc2ccc(F)cc2)cc1	?	-5%	2%	22%	-18%	-7%	14
CCOc1ccc(C2Nc3ccccc3-c3nnc(SCc4ccccc4)nc3O2)cc1OC (stereo not drawn)	3%	.	.	.	.	6%	27
CCOP(=S)(OCC)c1ccc(N(C)C)cc1	-7%	71%[activator]	-1%	3%	-7%	-15%	10
CCOC(=O)CNC(=O)N1c2ccccc2Sc2ccccc21	8%	1%	-1%	-3%	-3%	-2%	5
COc1ccc(-c2cc(C3CCN(Cc4cccc(C(F)(F)F)c4)CC3)[nH]n2)cc1	?	?	-1%	?	63%[activator]	5%	?
O=C(NCC1CCCO1)C(=O)N/N=C/c1c(F)cccc1Cl (stereo not drawn)	2%	9%	-7%	26%	3%	3%	-9
CC(=O)c1ccc(-n2c(CCC(=O)O)ccc2-c2cccs2)cc1	15%&-1%	-6%	-2%	18%	-24%	?	-16&7

Fetched one by one from the list above, four records:
SMILES	AmpC detergent	AMA1 RON2 block	LmPK inh	HCV inhibitor	AmpC no deterg	TbPYK inhibitor	HCMV inh
CCc1noc(C)c1C(=O)OCC(=O)NC(C)c1ccccc1 (stereo not drawn)	1%	9%	.	10%	-9%	1%	0
COc1ccc(C2(NC(C)=O)CCN(C(=O)CCC(=O)O)CC2)cc1	?	-10%	2%	-2%	-7%	-3%	-3
COC(=O)C1=C(C)N(CCCC(=O)O)C(=O)NC1c1cccc2ccccc12 (stereo not drawn)	.	0%	.	25%	.	0%	-2
c1ccc(COc2ncnc3c2ncn3CCCNCc2ccccn2)cc1	.	91%[activator]	.	?	.	-7%	0

Further entries
SMILES	AmpC detergent	AMA1 RON2 block	LmPK inh	HCV inhibitor	AmpC no deterg	TbPYK inhibitor	HCMV inh
CCCn1c(=N)c(C(=O)NCc2ccc3c(c2)OCO3)cc2c(=O)n3cccc(C)c3nc21	?	-2%	-4%	0%	0%	0%	30
Cc1cc(C)nc(N2CCCC(C(=O)NCCc3cccc(F)c3)C2)n1 (stereo not drawn)	5%	-5%	4%	16%	-10%	10%	74
OC(CNc1nc2ccccc2s1)c1ccccc1 (stereo not drawn)	-3%	15%	5%	-17%	-31%	3%	?
O=C(NCc1nc(-c2ccc(C(F)(F)F)cc2)no1)Nc1cc(Cl)cc(Cl)c1	16%	-3%	5%	5%	-45%	-6%	-96*
CC(C)(C)NC(=O)CN(Cc1cccnc1)C(=O)c1csnn1	-2%	-2%	6%	8%	-24%	.	67
CCCCn1c(-c2ccc(S(=O)(=O)N3CCOCC3)cc2)csc1=Nc1ccccc1	20%	.	.	.	.	2%	-38
Cc1cc(=O)[nH]c(NN=C2C3CC4CC(C3)CC2C4)n1	1%	83%[activator]	8%	5%	-17%	10%	12
COc1ccc(CC2(CO)CCN(Cc3cc4ccccc4o3)CC2)cc1	-5%	-6%	-1%	?	122%[activator]	-3%	-35
Cn1cc(Cl)c(C(=O)Nc2cnn(Cc3ccc(F)cc3)c2)n1	?	-5%	3%	-1%	-25%	-6%	59
CCOC(=O)COc1ccccc1-c1ccno1	2%	0%	1%	-25%	-15%	4%	11
CC(=O)c1cccc(NC(=O)Cn2c(-c3cncs3)nc3ccccc32)c1	19%	.	.	.	.	0%	8
O=[N+]([O-])c1cc(-c2nnc(Nc3ccc(O)cc3)c3ccccc23)ccc1N1CCOCC1	0%	-13%	1%	?	-8%	1%	-69*
CCn1c(NCc2cc(Br)ccc2NS(=O)(=O)c2ccc(C)cc2)nc2ccccc21	-11%	1%	0%	10µM*	-26%	3%	-12
O=C(Nc1ccccc1C(=O)N/N=C/c1ccco1)c1ccc(F)cc1	5%	1%	16µM*	19%	-33%	-1%	-1
CCC(C(=O)N1CCN(S(=O)(=O)c2ccc(F)cc2)CC1)c1ccccc1 (stereo not drawn)	?	6%	.	3%	4%	2%	-36
CCN(CC(=O)Nc1ccc(OC)cc1)C(=O)c1cc([N+](=O)[O-])ccc1N1CCOCC1	-23%	-2%	.	-4%	-7%	1%	-15
COCC(=O)/C=C1\Sc2ccccc2N1C	?	1%	-9%	-7%	-8%	-16%	-32
Cc1ccccc1Nc1ccc([N+](=O)[O-])cn1	1%	-20%	0%	7%	-23%	0%	0
